# PPARg SRC-3 ag: PPARgamma-driven SRC-3 recruitment agonism; P37231; biochemical PPARgamma/SRC-3 coactivator recruitment assay; activation, % at 8 µM; 200,000 compounds, 0.26% hits; AID 731; in the data active = activation above about 23%;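 also: 0% = DMSO and 100% = reference agonist; some compounds past the cut are filed as inactive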
# Diaphorase inh: counter-screen for diaphorase-based assays: diaphorase inhibitors and chemical oxidizers; inhibition, % at 20 µM; AID 1217; 190,000 compounds, 0.69% hits; diaphorase resazurin-to-resorufin fluorescence, NADH, 16 min; bacterial (C. kluyveri) enzyme, not human;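 active = primary screen inhibition at 20 µM above a set limit, cut at about 50% in these data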;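 also: plate controls were DMSO with full reaction for no effect and wells lacking NADH for full effect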
#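 Benchmarks: positive control wells lacking NADH, neutral wells with DMSO only. System: bacterial diaphorase enzyme (C. kluyveri). Input: 0.14 U/mL diaphorase, enzyme working solution. Detection: resorufin fluorescence, excitation 544 nm, emission 590 nm. Times: 16-min room-temperature incubation before reading.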
# ROMK primary: modulators of human ROMK potassium channel; Tet-inducible ROMK, thallium flux fluorescence; actives lie on both sides; B-score at 10 µM; 130,000 compounds, 2% hits; AID 1918; P48048;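 active = signal ratio slope over the read window, or its plate-corrected B-score, at least 3 SD from the plate mean, either direction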;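 also: B-score of the F/F0 ratio slope over 7 to 12 s after thallium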
# Target sequence (P48048 whole entry, looked up): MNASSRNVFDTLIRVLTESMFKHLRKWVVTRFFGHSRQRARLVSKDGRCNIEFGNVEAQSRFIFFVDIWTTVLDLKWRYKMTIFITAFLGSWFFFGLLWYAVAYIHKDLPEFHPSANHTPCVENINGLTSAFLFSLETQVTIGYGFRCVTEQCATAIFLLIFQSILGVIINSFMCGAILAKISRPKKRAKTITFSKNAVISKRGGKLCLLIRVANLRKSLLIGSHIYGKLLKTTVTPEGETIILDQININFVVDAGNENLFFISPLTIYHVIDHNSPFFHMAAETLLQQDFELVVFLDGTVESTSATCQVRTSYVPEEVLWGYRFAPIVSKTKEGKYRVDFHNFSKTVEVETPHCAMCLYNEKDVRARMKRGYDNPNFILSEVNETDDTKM
# PPARg SRC-2 ag: PPARgamma-driven SRC-2 recruitment agonism; P37231; PPARgamma LBD-SRC-2 recruitment, biochemical; activation, % at 8 µM; 200,000 compounds, 0.34% hits; in the data active = activation above about 22%;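 also: 0% = vehicle and 100% = reference agonist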
# PMI act satM6P: PMI (human) activation, high substrate; activation factor at 20 µM; 190,000 compounds, 0.34% hits; P34949; coupled PMI enzyme assay, resazurin fluorescence, 20 min; stronger effect = higher value; 1 = untreated enzyme, 0 = substrate-free blank;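 active = activation factor of 2 or more at 20 µM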
# Target sequence (P34949 whole entry, looked up): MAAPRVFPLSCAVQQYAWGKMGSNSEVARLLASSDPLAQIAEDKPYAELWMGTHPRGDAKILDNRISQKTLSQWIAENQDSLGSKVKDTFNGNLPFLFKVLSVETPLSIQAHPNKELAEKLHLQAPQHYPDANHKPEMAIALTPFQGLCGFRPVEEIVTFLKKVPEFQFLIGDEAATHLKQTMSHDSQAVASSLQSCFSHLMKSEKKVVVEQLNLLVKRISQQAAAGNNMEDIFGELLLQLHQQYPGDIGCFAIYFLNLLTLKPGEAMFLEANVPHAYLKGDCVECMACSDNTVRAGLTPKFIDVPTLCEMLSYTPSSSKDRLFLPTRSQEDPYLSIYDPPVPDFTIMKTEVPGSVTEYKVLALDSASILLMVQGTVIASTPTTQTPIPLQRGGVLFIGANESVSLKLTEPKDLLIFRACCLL
#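 Technique: Diaphorase-driven resazurin-to-resorufin fluorescence, excitation 544, emission 590 nm | Assay system: Human PMI in coupled enzyme assay | Times: Enzyme reaction with compound 20 min at room temperature | Medium: HEPES-buffered pH 7.4 with magnesium and detergent | Reagent: Mannose-6-phosphate 1.0 mM (near-saturating) plus 0.22 mM NADP+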
# S1P3 antagonist: antagonists of human S1P3 receptor. CHO S1P3 NFAT-BLA reporter, FRET fluorescence, antagonist mode. inhibition, % at 4.98 µM. 170,000 compounds, 0.27% hits;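 active = inhibition above the plate cutoff, the mean inhibition of test wells on that plate plus 3 SD, cut at about 28% in these data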;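 also: cells challenged with S1P at its EC80 of 0.8 µM; blue over green emission ratio from cleaved BLA substrate after 4 h stimulation; 0% = S1P-stimulated wells and 100% = unstimulated DMSO-only wells; some compounds past the cut are filed as inactive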
# Diaphorase act: diaphorase activation or chemical reduction counter-screen; 190,000 compounds, 0.005% hits; Diaphorase/resazurin coupled assay, resorufin fluorescence, 16 min; stronger effect = higher value; 1 = vehicle wells, 0 = NADH-free wells; AID 1229; activation factor at 20 µM;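 active = diaphorase activity raised at least twofold by the compound at 20 µM; inactive = activation factor below 2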
#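 Material: Clostridium kluyveri diaphorase, purified enzyme; Quantity: enzyme 0.07 U/mL final; Medium: HEPES pH 7.4 buffer with MgCl2 and Tween 20; Dosing: single compound dose of 20 µM, 1% DMSO final; Schedule: 16 min reaction at room temperature; Measured by: red resorufin fluorescence at 544/590 nm excitation/emission.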
# PMI act: activators of human phosphomannose isomerase. P34949. purified human PMI, coupled resazurin fluorescence, 20 min; stronger effect = higher value; 1 = vehicle control, 0 substrate-free wells. activation factor at 20 µM. 190,000 compounds, 0.005% hits. AID 1214;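 active = activation factor of 2 or more at 20 µM, relative to plate controls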
# TR-FRET SRC-2 ct: counter-screen for PPARgamma SRC-2 recruitment agonists: TR-FRET artefact | stronger effect = higher value | 200,000 compounds, 0.4% hits | TR-FRET ratio at 8 µM; in the data active = TR-FRET ratio above about 2000; also: inactives centre near 1500
# PPARg SRC1 recr: PPARgamma-driven SRC-1 recruitment agonism; PPARgamma-SRC-1 coactivator recruitment biochemical assay; activation, % at 8 µM; 200,000 compounds, 0.41% hits; in the data active = activation above about 19%;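 also: 0% = DMSO and 100% = reference agonist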
# G6PDH CS: inhibits Leuconostoc G6PDH, flagging false hits in G6PDH-based assays; Purified L. mesenteroides G6PDH, diaphorase/resazurin coupled fluorescence, 45 min; inhibition, % at 5 µM; 200,000 compounds, 0.12% hits; AID 1020; in the data active = inhibition above about 50%
# Active calls of the source: *; nt = not tested or not shown.
SMILES	ROMK primary	PMI act	TR-FRET SRC-2 ct	PPARg SRC-2 ag	G6PDH CS	Diaphorase act	PPARg SRC-3 ag	Diaphorase inh	PMI act satM6P	PPARg SRC1 recr	S1P3 antagonist
CCCCC(=O)OCC(=O)Nc1cccc(S(=O)(=O)NC2=NCCCCC2)c1	-0.23	1.1	1850	8	0	1	3	-3	1.1	0	2
O=C(O)c1cccc(NC(=O)C2CCCO2)c1 (stereo not given)	0.26	0.8	1738	2	5	0.8	11	22	0.9	1	nt
CN=C1c2cc3c(Br)c(OC)ccc3n2CCN1C	-0.65	0.9	1489	6	-3	0.9	-5	14	1	4	nt
Cc1ccc2c(c1)N(CC(=O)OC(CC(C)C)C(=O)NC1CCCC1)C(=O)CO2 (stereo not given)	nt	1.1	1714	3	8	1.1	3	-11	1.1	5	90*
COc1ccc(NC(=O)N2CCCC2C(=O)NCc2ccc(C)cc2)cc1 (stereo not given)	-0.69	1	1440	3	8	1	5	3	1	11	-8
C=C(C)COc1ccc(-c2nc(N)ncc2Oc2ccc(OC)cc2)c(O)c1	-0.36	0.9	1777	-4	1	0.7	5	30	0.8	8	39
Cc1cc(S(=O)(=O)N2CC(=O)N(CCc3ccccc3)C(=O)C2)ccc1F	nt	1.1	1748	1	4	1.1	5	-6	1.1	-1	11
O=C(c1ccc2c(c1)OCCO2)C1CCN(S(=O)(=O)c2ccccc2F)CC1	-0.75	1	1519	1	1	0.9	0	6	1	6	-1
O=C(CSc1ccc(-c2ccco2)nn1)c1cccc([N+](=O)[O-])c1	-0.92	1.1	1516	1	5	0.4	1	63*	1.2	0	2
Cn1c(SCC(=O)Nc2ccc3c(c2)OCCO3)nnc1-c1ccccn1	nt	1	1585	1	-3	0.9	8	9	1.1	10	-20
CCCOc1ccccc1C1CC(=O)NC2=C1C(=O)CCC2 (stereo not given)	nt	1	1598	6	6	1	4	1	0.9	1	10
COc1ccc(OC)c(C(=O)c2nc3c(n2O)CCCCC3)c1	nt	0.8	1428	-1	-5	0.7	7	32	0.8	-2	-26

SMILES	ROMK primary	PMI act	TR-FRET SRC-2 ct	PPARg SRC-2 ag	G6PDH CS	Diaphorase act	PPARg SRC-3 ag	Diaphorase inh	PMI act satM6P	PPARg SRC1 recr	S1P3 antagonist
O=C(NCCCN1CCCC1)Nc1cccc2ccccc12	-0.024	0.9	1494	0	3	1	9	2	0.8	4	-15
CC1CCCCC1NC(=O)c1ccc(CSc2nc3ccncc3[nH]2)cc1 (stereo not given)	-1.3	1	1640	12	15	0.9	4	9	1	3	1
Cc1c(C(=O)NCc2ccccn2)sc2nc(-c3ccccc3)cn12	nt	0.8	1592	-3	-6	0.9	0	12	0.8	3	28
CCOc1ccc(-n2cnnn2)cc1S(=O)(=O)Nc1c(C)cccc1C	nt	0.9	1488	5	2	0.8	14	18	0.9	6	5
CCOC(=O)Cn1c2c(c(-c3ccccc3OC)cc1=O)CCCC2	nt	1	1511	-1	5	0.8	-3	17	1	1	4
COC(=O)Cn1nc(C)c2ccccc2c1=O	nt	1	1470	1	-3	1	-6	0	1	2	nt
CCOC(=O)C1CCN(C(=O)CN(c2ccc(OC)cc2)S(=O)(=O)c2c(C)noc2C)CC1	nt	0.9	1531	-2	3	0.9	-6	9	0.9	3	3
Cc1cc(C)c(S(=O)(=O)n2nc(C)c(Br)c2C)c(C)c1	1.2	1.2	1799	2	0	0.9	0	13	1.1	4	6
O=C(Nc1ccc(F)c(Cl)c1)c1ccc2c(=O)n3c(nc2c1)CCCCC3	-0.14	0.9	1553	0	-2	0.9	-5	11	1	3	36
CCCCCc1nc2c(=O)n(C)c3ccccc3c2o1	nt	0.9	1568	12	1	0.9	13	7	1	5	-2
CC1(C)COC(c2cccn2Cc2ccccc2Cl)=N1	nt	0.9	1547	9	0	0.7	0	26	0.9	2	nt
N#Cc1c(NCCN)nc(-c2ccco2)c2c1CCCC2	-2.3	0.9	1534	7	-5	1	0	5	0.9	4	nt

SMILES	ROMK primary	PMI act	TR-FRET SRC-2 ct	PPARg SRC-2 ag	G6PDH CS	Diaphorase act	PPARg SRC-3 ag	Diaphorase inh	PMI act satM6P	PPARg SRC1 recr	S1P3 antagonist
Cc1ccc(S(=O)(=O)N(c2ccc(Br)cc2)C2C=CS(=O)(=O)C2)cc1 (stereo not given)	0.96	0.9	1726	10	8	1.1	3	-6	1	14	4
CN1CCN(C(=O)CN(c2cccc(Br)c2)S(=O)(=O)c2ccccc2)CC1	0.2	1	1700	-2	8	0.9	-1	10	0.9	8	14
Cc1nc2ccc(-c3nc4ccc(N)cc4[nH]3)cc2[nH]1	-0.65	0.9	1684	13	1	1.1	12	-9	0.8	20	-11
CCC(C)N(C)Cc1cccc(C2(O)CCN(S(=O)(=O)c3ccc(F)cc3)CC2)c1 (stereo not given)	0.015	1	1368	-8	8	0.8	-6	17	1	3	-13
O=c1cc(-c2ccc(O)cc2)oc2c([C@@H]3O[C@H](CO)[C@@H](O)[C@H](O)[C@H]3O)c(O)c([C@@H]3O[C@H](CO)[C@@H](O)[C@H](O)[C@H]3O)c(O)c12	0.87	1	1514	8	17	1	8	0	0.9	10	-54
C/C(=N\NC(=O)c1cc([N+](=O)[O-])cc([N+](=O)[O-])c1)c1ccco1	1.7	1	1440	-4	10	1.1	0	-8	0.8	0	4
CC(=O)C(C)Oc1ncn(-c2ccccc2)n1 (stereo not given)	0.0011	1	1328	-13	-4	1	-15	1	1	-9	nt
Cc1c(NN=C(C#N)C#N)c(=O)n(-c2ccccc2)n1C	nt	1.6	1789	8	13	0.8	8	16	1.9	-4	7
COc1ccc(C2Nc3ccccc3C(=O)N2NS(=O)(=O)c2ccccc2)cc1 (stereo not given)	0.98	1.1	1481	0	5	0.9	0	14	0.9	2	-4
CCN(CC(=O)NC1CCS(=O)(=O)C1)C(=O)COc1ccccc1-c1ccccc1 (stereo not given)	-0.91	nt	1619	9	nt	nt	6	nt	nt	3	-8
Cc1ccc(/C=N/NC(=O)C[n+]2ccccc2)o1	-0.17	1.1	1465	-3	0	1	-2	3	1	1	-12
O=C1CC(N(C(=O)c2ccco2)c2ccc(F)cc2)C(=O)N1c1ccc(F)cc1 (stereo not given)	1	1	1552	-1	2	0.9	-5	10	1	-4	nt

SMILES	ROMK primary	PMI act	TR-FRET SRC-2 ct	PPARg SRC-2 ag	G6PDH CS	Diaphorase act	PPARg SRC-3 ag	Diaphorase inh	PMI act satM6P	PPARg SRC1 recr	S1P3 antagonist
Cc1c(CNC(=O)C2CC2)c(-n2cccc2)n(Cc2ccccc2)c1C	-0.4	1.2	1527	0	-1	1.2	-1	-18	1.1	4	-20
COc1ccc(C(=O)CSc2nnnn2Cc2ccccc2)cc1	0.96	1	1507	2	1	1	-2	4	1	2	10
c1coc(Cn2c(-c3ccco3)nc3ccccc32)c1	-0.6	0.9	1351	4	-4	0.8	1	23	0.8	1	-25
Cc1nc2c3ccccc3nc(SCC(=O)c3ccc(Cl)cc3)n2n1	0.54	0.9	1715	2	-14	0.9	4	14	0.9	1	3
CCOC(=O)c1sc(NC(=O)CNCc2cccnc2)c(C(=O)OCC)c1C	-0.65	1	1400	-2	5	0.9	5	6	1	-1	-2
CN1C(=O)/C(=C\c2ccc(-c3ccccc3)o2)SC1=S	-0.51	1.1	1630	12	9	0.8	2	22	0.8	4	3
O=C(O)/C=C\C(=O)NC1CCCCC1	0.042	1.1	1510	0	3	0.9	-3	5	1	3	-7
COc1ccc(C2CC(=O)n3nc(C45CC6CC(CC(C6)C4)C5)nc3S2)cc1OC (stereo not given)	nt	0.8	1644	-8	9	0.8	-2	17	0.9	-9	2
CCC(=O)c1ccc(OCC(O)Cn2c(C)nc3ccccc32)cc1 (stereo not given)	-1.7	0.9	1685	2	-17	0.8	-10	15	0.8	4	-6
O=C(O)CC(NC(=O)C1c2ccccc2Oc2ccccc21)c1ccc(OC2CCCC2)cc1 (stereo not given)	0.41	1.2	1706	8	2	1.1	0	-8	1	5	-14
O=C(Nc1cccc2ccccc12)c1ccc(Cn2cc(Cl)cn2)cc1	0.3	1	1681	4	2	0.8	10	21	0.7	2	nt
Cc1ccc(S(=O)(=O)N2CCCC(C(=O)NCCc3ccc4c(c3)OCO4)C2)cc1 (stereo not given)	-0.48	1.1	1503	5	2	0.9	8	10	1	8	1

SMILES	ROMK primary	PMI act	TR-FRET SRC-2 ct	PPARg SRC-2 ag	G6PDH CS	Diaphorase act	PPARg SRC-3 ag	Diaphorase inh	PMI act satM6P	PPARg SRC1 recr	S1P3 antagonist
O=P(Cc1nnco1)(c1ccccc1)c1ccccc1	0.46	1.1	1634	1	1	1	10	-1	1.1	4	nt
Cc1ccccc1Oc1ncnc2oc(-c3ccccc3)cc12	-0.63	1	1487	14	-4	0.9	0	10	1	6	nt
COCCn1c(N)c(N(Cc2ccccc2)C(=O)c2ccc(C#N)cc2)c(=O)[nH]c1=O	nt	1.1	1720	5	6	0.9	1	13	0.9	8	3
CCOCCCNC(=O)c1c(C)c(C(=O)OCC)n(C)c1C	nt	0.9	1449	4	-7	0.9	-5	13	0.9	2	0
Cc1ccc(N2C(=O)CC(Nc3ccc(Cl)c(S(=O)(=O)N(C)C)c3)C2=O)c(C)c1 (stereo not given)	1.1	0.9	1560	4	-2	0.8	3	17	1	18	10
COC(=O)C1=C(C)NC(=O)/C1=C\c1cc(C)n(-c2ccccc2)c1C	0.36	1.2	1603	1	8	0.8	4	21	0.9	7	-18
CCc1ccc(NS(=O)(=O)c2ccc3[nH]cc(C(=O)NCC4CCCO4)c(=O)c3c2)cc1 (stereo not given)	nt	1	1519	9	3	0.7	0	34	1	1	-8
COc1cc(/C=C(/C#N)c2nc3ccccc3[nH]2)ccc1OCC(=O)Nc1ccccc1C(C)C	nt	0.9	1752	4	0	0.9	8	8	0.8	2	nt
CN(CC(=O)Nc1ccc(Cl)cc1)Cc1cc(=O)n2ccsc2n1	0.18	1.1	1591	3	5	1.1	3	-8	0.9	13	-13
CC(=O)Nc1ccc(NC(=O)/C=C/c2ccccc2)cc1	0.24	1	1730	4	-5	0.9	5	13	1	3	-9
O/N=C/c1ccc(OCc2ccccc2)c(Cl)c1	-0.71	1	1379	0	10	0.8	-3	16	1	-7	-13

# Assay outcomes deposited in PubChem by several laboratories.
